V1aR counter = activates human V1a receptor in oxytocin agonist counter-screen | P37288 | CHO-V1R cells, Fluo-8 calcium fluorescence, agonist mode; 0% DMSO, 100% 3 nM vasopressin | activation, % at 3 µM | 320,000 tested, 0.25% active | AID 2797;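 active = activation above the mean activation of all tested compounds plus 3 SD, per screening run, cut at about 20% in these data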;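 also: signal is peak over basal fluorescence ratio across a 100 second FLIPR read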
Target sequence (P37288 whole entry, looked up): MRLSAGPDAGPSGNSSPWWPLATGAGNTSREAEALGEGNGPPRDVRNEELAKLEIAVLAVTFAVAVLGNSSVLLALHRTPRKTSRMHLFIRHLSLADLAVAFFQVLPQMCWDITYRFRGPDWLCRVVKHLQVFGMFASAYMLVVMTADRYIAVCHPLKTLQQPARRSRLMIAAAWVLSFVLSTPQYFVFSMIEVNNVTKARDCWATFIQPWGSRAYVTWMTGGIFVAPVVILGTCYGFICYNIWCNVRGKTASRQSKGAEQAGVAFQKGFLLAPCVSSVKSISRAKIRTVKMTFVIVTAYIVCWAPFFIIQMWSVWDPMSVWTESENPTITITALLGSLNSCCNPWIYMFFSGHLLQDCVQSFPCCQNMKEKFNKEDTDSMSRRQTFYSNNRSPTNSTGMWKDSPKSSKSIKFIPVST
GPR7 antag = antagonists of human GPR7 (neuropeptides B/W receptor 1) | P48145 | 290,000 tested, 1.1% active | inhibition, % at 4.4 µM | GPR7-expressing cells, fluorescence antagonist assay; in the data active = inhibition above about 16%, passing the limit was not always enough;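 also: cells stimulated with the agonist NPW; 0% = agonist with vehicle and 100% = vehicle without agonist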
NALP1 yeast inh = NALP1 inhibition. S. cerevisiae NALP1/ASC/caspase-1 growth, X-gal OD620, 72 h. inhibition, % at 10 µM. 280,000 tested, 0.61% active. AID 2071; in the data active = inhibition mostly above about 24%, no sharp cut-off; inactive = mostly below about 32%; also: some compounds called inactive have numbers as strong as hits
GalR3 antagonist = blocks the human galanin receptor 3; O60755; inhibition, % at 3 µM; AID 651719; 360,000 tested, 0.44% active; HEK293 GalR3-CNG cAMP membrane potential fluorescence; galR3 body fused to GalR1 C-terminus;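 active = inhibition above the screen-wide average plus 3 SD, cut at about 13% in these data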;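 also: forskolin and galanin both at EC90 stimulate the cells; cAMP rise reported by CNG channel membrane potential dye signal; 0% = forskolin plus galanin with DMSO and 100% = forskolin alone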
OXTR agonist = human OXTR agonism; P30559; CHO-OTR cells, Fluo-8 calcium fluorescence; normalized: DMSO 0%, oxytocin 100%; activation, % at 3 µM; 320,000 tested, 0.32% active; AID 2435;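 active = activation above the mean of all tested compounds plus 3 SD, cutoff set per screening run, cut at about 20% in these data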;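 also: peak over basal fluorescence ratio from a 100 s FLIPR kinetic read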
Target sequence (P30559 whole entry, looked up): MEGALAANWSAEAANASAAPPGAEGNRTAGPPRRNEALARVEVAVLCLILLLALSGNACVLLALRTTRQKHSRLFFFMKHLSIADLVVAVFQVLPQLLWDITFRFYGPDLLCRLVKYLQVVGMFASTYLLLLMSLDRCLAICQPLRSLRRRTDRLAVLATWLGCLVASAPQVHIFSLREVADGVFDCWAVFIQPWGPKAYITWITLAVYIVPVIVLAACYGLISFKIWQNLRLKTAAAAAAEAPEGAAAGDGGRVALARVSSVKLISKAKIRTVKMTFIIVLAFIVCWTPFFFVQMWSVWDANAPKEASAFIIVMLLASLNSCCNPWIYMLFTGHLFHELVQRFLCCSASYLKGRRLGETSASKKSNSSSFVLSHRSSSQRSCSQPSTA
PfM18AAP inh = blocks P. falciparum M18 aspartyl aminopeptidase | recombinant PfM18AAP, H-Glu-NHMec fluorogenic cleavage | inhibition, % at 7.35 µM | 290,000 tested, 1.2% active | AID 1822;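 active = inhibition above the campaign mean inhibition over all tested compounds plus 3 SD, cut at about 28% in these data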;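 also: 0% = plate median of test compound wells and 100% = 2 mM ZnCl2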
MEKK2 mut-MEK5 = signal of MEK5 binding to mutant human MEKK2 PB1 domain | bead flow cytometry, Alexa488-MEK5 binding to MEKK2 mutant | percent response, % at 10 µM | 290,000 tested, 0.35% active | AID 1530; in the data active = percent response above about 24%, passing the limit was not always enough; also: inactives centre near 1; some results filed as inactive read as strong as hits
OXTR potentiator = potentiators of human oxytocin receptor; activation, % at 3 µM; P30559; AID 2445; CHO-OTR cells, Fluo-8 calcium fluorescence, potentiator mode; 0% = oxytocin EC15, 100% = EC100; 320,000 tested, 0.061% active;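 active = activation above that plate's cutoff, the mean activation of tested compounds plus 3 SD, cut at about 6.6% in these data, passing the limit was not always enough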;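 also: 100% uses oxytocin at 75 nM as the full agonist control; some results filed as inactive read as strong as hits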
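System: human OTR in CHO cells; Also added: sub-maximal oxytocin, roughly EC15; Timing: compound 6 min at room temperature before oxytocin, 100 s read; Technique: Fluo-8 intracellular calcium fluorescence, ex 470-495, em 515-575 nm; Controls: oxytocin EC15 low and EC100 high; Replication: singlicate.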
MEKK2 WT-MEK5 = raises or lowers MEK5 binding to wildtype human MEKK2 PB1 domain; AID 1531; binding response (% of control), % at 10 µM; Q9Y2U5; 290,000 tested, 1.1% active; bead flow cytometry, Alexa488-MEK5 binding to MEKK2 WT; actives lie on both sides; in the data active = binding response below about 67% or above about 130%
* = called active by the depositor; · = no result given.

The opening 5 compounds (preview)
SMILES	V1aR counter	GPR7 antag	NALP1 yeast inh	GalR3 antagonist	OXTR agonist	PfM18AAP inh	MEKK2 mut-MEK5	OXTR potentiator	MEKK2 WT-MEK5
Cn1cnc2c(N3CCCCC3)nccc21	0.3	-14	14	-4	0.8	2	16	-8	119
CCc1cccc(Oc2nn[nH]n2)c1	-0.2	-14	2	·	0.4	1	4	-6	103
CCCn1c(SCC(=O)N2CC(=O)Nc3ccccc32)nc2ccccc21	0.6	6	10	5	-0.6	-6	4	-3	100
CCC(C)NC(=O)c1ccccc1NC(=O)/C(=C/c1ccc(OC)cc1)c1ccccc1 (configuration not stated)	0.7	-10	28	4	0.2	-5	1	0	97
O=C(CC(c1ccco1)C1CCCCC1=O)c1ccco1 (configuration not stated)	0.2	-4	-6	-4	-1.5	2	-2	-13	95

The listing (from the top)
SMILES	V1aR counter	GPR7 antag	NALP1 yeast inh	GalR3 antagonist	OXTR agonist	PfM18AAP inh	MEKK2 mut-MEK5	OXTR potentiator	MEKK2 WT-MEK5
Cn1cnc2c(N3CCCCC3)nccc21	0.3	-14	14	-4	0.8	2	16	-8	119
CCc1cccc(Oc2nn[nH]n2)c1	-0.2	-14	2	·	0.4	1	4	-6	103
CCCn1c(SCC(=O)N2CC(=O)Nc3ccccc32)nc2ccccc21	0.6	6	10	5	-0.6	-6	4	-3	100
CCC(C)NC(=O)c1ccccc1NC(=O)/C(=C/c1ccc(OC)cc1)c1ccccc1 (configuration not stated)	0.7	-10	28	4	0.2	-5	1	0	97
O=C(CC(c1ccco1)C1CCCCC1=O)c1ccco1 (configuration not stated)	0.2	-4	-6	-4	-1.5	2	-2	-13	95
Cc1ccc(NC(=O)Cn2c(=O)oc3ccccc32)cc1	0.9	3	-2	-1	1.7	5	-10	-1	89
CCCCCCCN1C2=NCCN2c2ccccc21	1.3	9	16	-6	4.2	2	4	-2	109
Cc1ccc(S(=O)(=O)N(CCC(=O)O)c2ccccc2)cc1	-0.4	-5	23	-1	-1.8	3	-2	6	99
CCC(=O)Nc1cccc(C2=NOC3(C2)C[C@@H](C(N)=O)N(C(=O)CC(c2ccccc2)c2ccccc2)C3)c1 (some centres not stated)	0.8	·	·	-3	-1.1	·	-4	-2	99
CCOC(=O)C1=C(N)Oc2c(oc(CO)cc2=O)C1c1ccc(F)c(F)c1 (configuration not stated)	-1.6	15	-5	1	-0.7	3	-8	-20	90
COc1ccc(C(=O)N2CC3(C)CC2CC(C)(C)C3)cc1 (configuration not stated)	0.8	-6	4	-1	0.2	-14	-5	-12	98
CCCCn1c(N)c(N(CCOC)C(=O)C2CCN(c3ncnc4sc(C)c(C)c34)CC2)c(=O)[nH]c1=O	-1.1	·	·	5	-0.4	·	·	-2	·
COC(=O)[C@H](C)[C@H]1C[C@]1(C)[C@H](NC(=O)OCc1ccccc1)c1ccccc1	0.5	-11	22	-3	-2.1	0	2	-11	91
COc1ccc(NC2CCCN(C(=O)CCN3Cc4ccccc4C3=O)C2)cc1 (configuration not stated)	-0.3	-21	6	-2	0.4	-1	2	1	107
O=C(CCc1nc2ccccc2c(=O)[nH]1)Nc1nnc(SCc2ccccc2)s1	1.0	·	·	-6	0.1	·	·	-7	·
CC1C(=O)Nc2ccccc2N1C(=O)c1ccc(O)cc1 (configuration not stated)	1.1	12	22	-7	0.2	2	-4	-13	100
COc1ccc(-c2noc(COc3ccc(Cl)c(C)c3)n2)cc1	0.7	-10	42	1	0.3	-3	0	-5	107
CCOc1ccc(C2Nc3ccccc3NC3=C2C(=O)CC(C)(C)C3)cc1OC (configuration not stated)	0.3	-10	-20	-5	0.2	2	3	-2	107
CCOC(=O)C1CCN(C(=O)COC(=O)C2CCN(S(=O)(=O)c3ccc(C)c(C)c3)CC2)CC1	0.3	·	·	-2	0.6	·	·	-4	·
COc1ccc(OCc2n[nH]c(=S)o2)cc1	1.0	-4	3	0	1.7	20	3	0	100
CCOc1cc(CNCC(C)C)cc(Cl)c1OCc1ccccc1	1.1	9	36*	-7	5.1	-5	2	-5	121
O=C(NNC(=O)c1ccccn1)c1cccc([N+](=O)[O-])c1	0.6	-11	-5	4	1.4	9	-1	4	102
CCN(CC)S(=O)(=O)c1cc(NC(=O)CN2C(=O)NC(C)(c3ccccc3)C2=O)ccc1C (configuration not stated)	-0.1	8	4	1	0.6	4	12	-2	108
COc1ccc(-n2c(SCC(=O)OC(C)C)nnc2-c2ccccn2)cc1	-0.5	-1	-5	2	-0.6	-6	5	-8	103
CN(CC(=O)Nc1ccccc1C(=O)NC1CC1)Cc1ccco1	-0.1	·	·	0	1.4	·	·	-6	·
COc1ccc(NC(=O)c2cc(-c3ccc(C)cc3)on2)cc1	1.2	-13	10	-3	-0.1	3	10	-6	109
CCOc1ccccc1C(=O)N/N=C/c1coc2ccc(Cl)cc2c1=O	·	-3	-6	-3	·	33*	4	·	100
O=C(CNS(=O)(=O)c1ccccc1)Nc1ccc(F)cc1F	-1.0	5	6	-1	-0.8	-1	4	-1	103
CCOc1ccc(N(CC(=O)N/N=C/c2cc([N+](=O)[O-])ccc2Cl)S(C)(=O)=O)cc1	-1.0	2	30	1	-2.5	-8	-12	-11	101
COc1ccccc1-c1cc(C(=O)NC(C)C)no1	-0.1	7	10	-7	-2.0	10	4	1	100
Cc1ccc(N(CC(=O)N2CCOCC2)S(=O)(=O)c2ccccc2)cc1	2.2	0	9	1	-0.5	-2	0	-3	101
CC(=O)Nc1ccc(S(=O)(=O)N2CCN(CCCOc3ccccc3Cl)CC2)cc1	13	9	-1	-5	17	3	3	-23	109
O=C(COc1ccc(Cl)cc1)NCCCNC(=O)c1cnccn1	2.2	-9	6	-7	0.4	3	7	2	111
O=C1C2C3C=CC(CC3)C2C(=O)N1c1cccc(Br)c1 (configuration not stated)	-0.1	-7	2	-6	-2.1	-4	-3	-7	97
COC(=O)C1Sc2[nH]c(=O)sc2C(c2ccc(Cl)cc2)C1C(=O)OC (configuration not stated)	-0.8	1	-10	-3	-0.8	0	2	-1	98
COC(=O)c1ccc([N+](=O)[O-])cc1N1C(=O)C2C3CCC(C3)C2C1=O (configuration not stated)	0.2	-3	4	-1	1.1	3	0	-4	98
CNc1nc2cc([N+](=O)[O-])c([N+](=O)[O-])cc2nc1NC	11	21	18	0	26*	-6	3	-11	81
S=c1[nH]cnc2scc(-c3ccc(Cl)cc3)c12	1.8	-12	0	3	-0.8	6	-1	-9	96
COc1cccc(N2C(=O)CC(N3CCN(C(=O)c4ccco4)CC3)C2=O)c1 (configuration not stated)	0.3	-11	18	-2	0.5	0	-4	-13	95
COc1cccc(NC(=O)C2CCCN(c3ncnc4c3nc3n4CCCCC3)C2)c1 (configuration not stated)	-1.1	-3	10	-7	-2.5	-5	0	-12	104
COc1ccc(C(=O)NCC2(c3ccccc3)CCCC2)c(OC)c1	-0.4	-5	21	-9	-1.4	-2	11	4	111
CCOc1ncccc1C(=O)N(C)CC(=O)Nc1ccccc1SC	0.8	1	26	-8	0.9	-5	-5	1	81
Cc1ccn(CCC(=O)N2c3ccccc3CC2C)n1 (configuration not stated)	1.0	-7	23	-5	0.0	4	5	-4	104
O=C(c1ccc2[nH]ccc2c1)N1CCCC(Nc2ccccc2)C1 (configuration not stated)	2.8	6	14	4	2.5	1	0	-11	105
O=S(=O)(NCC1CCN(c2ccc(S(=O)(=O)N3CCOCC3)cc2)CC1)c1ccc(F)cc1	10	-1	13	-8	8.2	-4	-1	-12	104
CCC1=NN(C(=O)c2ccc([N+](=O)[O-])cc2)C(O)(c2ccccc2)C1 (configuration not stated)	-0.7	0	3	-12	0.5	13	0	-10	99
C=CCSc1n[nH]c(-c2ccc(OCCC)cc2)n1	-1.2	-16	18	·	-1.1	0	4	-6	108
CC1=NOC(=O)/C1=C\c1ccc(-c2ccc(Br)cc2C(=O)O)o1	1.5	-21	4	-2	0.0	3	2	-3	99
O=C(O)C1CCCCN1C(=O)c1cc2c(s1)CCCCC2 (configuration not stated)	0.2	·	·	-2	0.1	·	·	-5	·
O=S(=O)(NNc1nccc(C(F)(F)F)n1)c1cccc(Cl)c1Cl	1.4	-1	14	2	1.4	56*	-3	-4	95
CCc1n[nH]c(=S)n1/N=C/c1ccc(-c2ccc(Br)cc2)o1	-0.8	·	·	-5	-2.5	·	·	-6	·
O=C(Cn1ccc2ccccc2c1=O)NCCC(=O)Nc1ccc(F)cc1F	-1.6	-6	22	-10	-1.0	-1	1	-8	103
CCN(CC)S(=O)(=O)c1cccc(C(=O)NC2CCCCC2)c1	-0.4	-17	7	-4	-0.4	3	-11	1	87
Nc1ncnc2c1ncn2[C@@H]1O[C@H](CN=C2NS(=O)(=O)c3ccccc32)[C@@H](O)[C@H]1O	-0.3	·	·	-3	0.3	·	·	0	·
CCN1CCN(c2cc(=O)n(-c3cc(Cl)ccc3C)c(=O)[nH]2)CC1	-0.3	4	9	-5	0.6	-12	1	-4	98
COc1ccc(C(=O)N[C@H](C(=O)NCCCn2nc(C)cc2C)C(C)C)cc1	-0.7	·	·	5	-0.9	·	·	-3	·
CC1CCN(S(=O)(=O)c2cccc(C(=O)Nc3ccccc3)c2)CC1	2.5	3	6	-3	-0.1	2	-9	-14	95
CCn1nc(C(=O)NNC(=O)C(Cc2ccccc2)NC(N)=O)c2ccccc2c1=O (configuration not stated)	0.5	·	·	-1	1.4	·	·	-8	·
CS(=O)(=O)c1nc(-c2cccs2)cc(C(F)(F)F)n1	-0.7	-5	12	·	-1.4	-31	-2	-10	101
COc1ccc2nc(C)c3c(c2c1)OC(C(C)(Cl)Br)C3 (configuration not stated)	-1.1	-2	·	-7	1.9	5	19	-4	116

Next part:
SMILES	V1aR counter	GPR7 antag	NALP1 yeast inh	GalR3 antagonist	OXTR agonist	PfM18AAP inh	MEKK2 mut-MEK5	OXTR potentiator	MEKK2 WT-MEK5
COc1cccc(C2CC(c3cccs3)Nc3ncnn32)c1 (configuration not stated)	0.0	16	-4	-3	0.2	-2	·	-7	·
O=C(NCCOc1ccccc1)C1CCC(=O)N(CCCN2CCCC2=O)C1 (configuration not stated)	-1.2	-22	4	-1	-0.4	2	7	-8	107
COc1cc(C2C(C(=O)c3cc4ccccc4o3)=C(O)C(=O)N2c2cc(C)on2)cc(OC)c1OC (configuration not stated)	0.3	4	-1	3	1.3	20	9	-1	99
CCCn1c2ccccc2c2cnn(CC(=O)N(CC)CC)c(=O)c21	0.6	-10	17	-4	0.1	-3	-7	-17	98
O=[N+]([O-])c1ccc(OCCCCN2CCc3ccccc3C2)cc1	0.3	-8	23	-10	1.5	0	11	-1	113
O=C(c1cc2nc(-c3ccccc3)cc(C(F)(F)F)n2n1)N1CCN2CCCC2C1 (configuration not stated)	1.2	5	-16	-9	0.2	3	2	-5	101
O=C(CCNC(=O)c1ccccc1Cl)Nc1cc(C(F)(F)F)ccc1Cl	2.3	-10	-9	-5	0.0	-2	-1	-11	101
CCOC(=O)C1CCCN(C(=O)c2cc3cc(OC)c(OC)cc3[nH]2)C1 (configuration not stated)	·	-8	6	-9	·	-10	4	·	99
Cc1nc(NC(=O)c2ccc3c(c2)OCO3)ccc1Br	-0.6	-13	2	-2	-2.5	1	0	-5	102
COC(=O)Nc1ccc(S(=O)(=O)N(CCO)CCO)cc1	1.1	0	-13	·	1.4	10	-9	-6	83
